AHR act: human AHR activation; AHR-responsive luciferase reporter cells, luminescence; activation, % at 5 µM; actives 2.5% (n = 320,000); in the data active means activation above about 47%;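 further: 0% = vehicle wells and 100% = reference agonist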
Target sequence (P35869 whole entry, looked up): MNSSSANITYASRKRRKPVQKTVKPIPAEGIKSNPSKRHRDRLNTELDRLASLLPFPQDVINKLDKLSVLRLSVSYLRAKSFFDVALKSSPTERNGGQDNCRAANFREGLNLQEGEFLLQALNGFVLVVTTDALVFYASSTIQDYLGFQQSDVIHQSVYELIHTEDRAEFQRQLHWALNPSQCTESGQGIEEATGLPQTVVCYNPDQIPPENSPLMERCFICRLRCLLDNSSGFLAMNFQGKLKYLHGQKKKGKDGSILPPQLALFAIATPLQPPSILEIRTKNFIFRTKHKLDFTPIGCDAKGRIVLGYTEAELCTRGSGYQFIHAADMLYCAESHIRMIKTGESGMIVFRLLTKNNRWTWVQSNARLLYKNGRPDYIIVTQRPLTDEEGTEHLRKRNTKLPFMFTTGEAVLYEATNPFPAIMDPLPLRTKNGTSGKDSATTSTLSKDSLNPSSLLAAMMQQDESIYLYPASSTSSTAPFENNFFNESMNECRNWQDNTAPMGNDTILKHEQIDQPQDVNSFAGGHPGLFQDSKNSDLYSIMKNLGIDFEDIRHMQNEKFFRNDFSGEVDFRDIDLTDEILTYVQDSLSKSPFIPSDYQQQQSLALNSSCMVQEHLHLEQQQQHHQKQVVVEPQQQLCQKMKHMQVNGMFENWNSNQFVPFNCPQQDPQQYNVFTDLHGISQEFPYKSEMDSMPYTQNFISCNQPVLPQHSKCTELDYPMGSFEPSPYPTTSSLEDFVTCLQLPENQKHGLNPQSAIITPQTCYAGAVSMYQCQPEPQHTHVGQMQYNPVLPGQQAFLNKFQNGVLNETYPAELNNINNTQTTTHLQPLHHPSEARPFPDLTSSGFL
RPL19A-GFP yeast: alters RPL19A-GFP fluorescence in TOR pathway yeast screen; S. cerevisiae RPL19A-GFP strain, flow cytometry, 3 h; stronger effect = lower value; percent response vs DMSO, % at 10 µM; actives 0.3% (n = 330,000); AID 2025;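 active means percent response vs DMSO below 50%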;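 further: median channel GFP fluorescence of the barcoded RPL19A-GFP strain; ratio of sample median GFP to plate DMSO average so 100% = DMSO; lower means less RPL19A-GFP as with rapamycin TOR inhibition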
AGP1 TOR yeast: alters AGP1-GFP fluorescence in TOR pathway yeast screen; S. cerevisiae AGP1-GFP multiplex flow cytometry, 3 h; GFP as percent of DMSO wells; GFP response vs DMSO, % at 10 µM; actives 0.02% (n = 320,000); AID 2066;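 active means GFP response relative to DMSO above a set limit, near screen average plus 3 SD, cut at about 150% in these data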;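 further: median GFP channel fluorescence of the gated AGP1 strain per well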
CR mimetic SO: caloric restriction mimetics inhibiting age-related superoxide in yeast | S. cerevisiae aged cells, superoxide DHE fluorescence; stronger effect = lower value | superoxide response (% of plate mean), % at 10 µM | actives 0.18% (n = 330,000) | AID 2690;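 active means superoxide response under a set limit, about three screen SD below normal, cut at about 65% in these data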;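 further: yeast aged for seven days with compound at 30 °C before DHE staining; 100% = average MFI of all compound-treated wells on the plate with controls excluded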
Efflux pump inh: inhibitors of Candida antifungal efflux pumps expressed in yeast | S. cerevisiae Candida pump triplex, Nile Red efflux | inhibition, % at 10 µM | actives 0.44% (n = 330,000) | AID 485275;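 active means plate passing quality check with inhibition over a set limit, or well fluorescence over plate mean plus 4 SD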;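 further: Nile Red retained in pooled yeast measured as flow cytometry median fluorescence; 0% = buffer negative control and 100% = Enniatin B positive control; higher means more Nile Red kept so more efflux inhibition; some compounds called inactive have numbers as strong as hits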
MEP2 TOR yeast: modulators of TOR pathway MEP2-GFP in S. cerevisiae; S. cerevisiae MEP2-GFP strain, flow cytometry GFP, 3 h; 100% = DMSO control level; GFP response vs DMSO, % at 10 µM; actives 0.51% (n = 330,000); AID 2016;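 active means GFP response versus DMSO above a set limit, roughly screen mean plus 3 SD, cut at about 180% in these data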;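 further: median GFP fluorescence of the barcode-gated MEP2-GFP cells per well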
CIT2-GFP yeast: yeast TOR pathway CIT2-GFP modulation | S. cerevisiae CIT2-GFP strain, flow cytometry, 3 h; 100 means same as DMSO wells | GFP response vs DMSO, % at 10 µM | actives 0.065% (n = 320,000);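 active means GFP response relative to DMSO above a set limit, near the screen mean plus 3 SD, cut at about 150% in these data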;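 further: ratio of well median GFP fluorescence to mean of DMSO wells on the plate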
LAP4 TOR yeast: alters LAP4-GFP fluorescence in TOR pathway yeast screen. GFP response vs DMSO, % at 10 µM. actives 0.34% (n = 320,000). S. cerevisiae LAP4-GFP multiplex, flow cytometry GFP, 3 h; median GFP as percent of DMSO wells;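 active means GFP response vs DMSO above a set limit, about the screen mean plus 3 SD, cut at about 150% in these data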
* hit, by the source's call; x = no result given. Not a hit list. Share with any hit: about 3.9%.

SMILES | AHR act | RPL19A-GFP yeast | AGP1 TOR yeast | CR mimetic SO | Efflux pump inh | MEP2 TOR yeast | CIT2-GFP yeast | LAP4 TOR yeast
C[C@@]12CCC=C[C@H]1[C@H](c1ccc(F)c(/C=C/c3ccccc3)c1)N(Cc1ccccc1)C2=O | 0 | 95 | 102 | 102 | 0.0 | 102 | 97 | 93
Cc1ccccc1C(=O)NC(=S)Nc1ccc(N2CCN(C(=O)c3ccccc3)CC2)cc1 | -1 | 106 | 105 | 95 | -0.1 | 113 | x | 96
CN(CC(O)COc1ccc(S(=O)(=O)N2CCOCC2)cc1)C1CCCCC1 (stereo not drawn) | 6 | 98 | 98 | 96 | -0.1 | 105 | 90 | x
Nc1ccc(C(=O)OCC(=O)Nc2ccc([N+](=O)[O-])cc2C(F)(F)F)cc1 | -2 | 99 | 90 | 99 | 0.1 | 99 | 95 | 96
O=C(NCCc1ccccc1)C(c1cccs1)N(C(=O)c1csnn1)C1CC1 (stereo not drawn) | 58* | 108 | 109 | 97 | -0.1 | 106 | 108 | 99
COC(=O)NC1(C(F)(F)F)NC(=O)N(C2CCCCC2)C1=O (stereo not drawn) | 2 | 90 | 86 | 94 | 0.0 | 83 | 103 | 85
COc1ccc(N(CN2C(=O)C3C4C=CC(C4)C3C2=O)C(=O)c2ccco2)cc1 (stereo not drawn) | -1 | 100 | 109 | 101 | 0.0 | 115 | 107 | 106
CN(CCOc1ccc(Br)cc1)CC(O)c1ccccc1 (stereo not drawn) | 3 | 108 | 100 | 96 | 5.3* | 86 | 94 | 94
CCOC(=O)c1c(S(=O)(=O)Nc2ccc(CN3CCC(C)CC3)cc2)c(C)n(C)c1C | 3 | 99 | 98 | 86 | 0.3 | 112 | 100 | 95
NNC(=O)CSc1nc(-c2ccccc2)nc2c1CCCC2 | 32 | 105 | 113 | 83 | -0.1 | 104 | 105 | 102
Cc1cc(C)n2c(-c3ccccc3Cl)nnc2n1 | 8 | 111 | 105 | 92 | 0.2 | 98 | 113 | 95
COc1cc(C(=O)NCCOc2ccccc2)c(Br)c(OC)c1OC | 7 | 97 | 100 | 109 | 0.0 | 100 | 94 | 100
Cc1cccc(CSc2nc3c(c(=O)n2C)SCC3)c1 | 14 | 90 | 91 | 90 | 0.0 | 84 | 73 | 114
Cc1ccc(NS(=O)(=O)c2ccc(C(=O)N3CC(C)CC(C)C3)cc2)cc1 (stereo not drawn) | -2 | 98 | 101 | 98 | 0.1 | 101 | 102 | 99
O=C(Cn1c(NCCO)nc2ccccc21)c1ccc(F)cc1 | 4 | 104 | 105 | 102 | -0.1 | 107 | 115 | 86
O=C(Nc1ncccc1O)c1cccc(S(=O)(=O)N2CCCc3ccccc32)c1 | 2 | 101 | 113 | 98 | -0.1 | 103 | 108 | 112
O=C(NCCc1ccccc1)N1CCCC(CNS(=O)(=O)Cc2ccccc2)C1 (stereo not drawn) | 3 | 95 | 98 | 112 | 0.1 | 85 | 91 | 98
Cc1ccc(NC(=O)CSc2nnc(-c3cccnc3)n2CCN2CCCCC2)cc1 | 0 | 102 | 107 | 94 | 0.1 | 101 | 107 | 89
N#Cc1ccc(COC(=O)c2ccc(N3CCCC3)c([N+](=O)[O-])c2)cc1 | -1 | 105 | 105 | 97 | -0.3 | 105 | 94 | 108
Cc1ccc(NC(=O)c2sccc2-n2cccc2)c(C)c1 | 11 | 94 | 91 | 83 | 0.4 | 98 | 83 | 99
CC(=O)N(Cc1ccco1)Cc1cc2cccc(C)c2n2nnnc12 | 5 | 99 | 104 | 122 | -0.1 | 105 | 105 | 96
O=C(CSc1nnc(-c2cccnc2)o1)Nc1cccc(Cl)c1 | 4 | 97 | 95 | 91 | 0.2 | 102 | 88 | 101
O=C(Nc1ccccc1)Nc1ccc(Oc2ncnc3cc(Cl)ccc23)nc1 | -3 | 102 | 120 | 115 | 0.0 | 103 | 108 | 114
CCC(CO)Oc1cc(NC(=O)c2ccccc2)c2ncn(C(C)C)c2c1 (stereo not drawn) | 2 | 91 | 93 | 81 | 0.1 | 91 | 97 | 95
COc1ccc(OC)c(NC(=O)c2ccc3c(c2)CCN3S(C)(=O)=O)c1 | 5 | 98 | 97 | 99 | -0.2 | 98 | 100 | 101

12 entries from above, as tab-separated lines.
mol	AHR act	RPL19A-GFP yeast	AGP1 TOR yeast	CR mimetic SO	Efflux pump inh	MEP2 TOR yeast	CIT2-GFP yeast	LAP4 TOR yeast
C[C@@]12CCC=C[C@H]1[C@H](c1ccc(F)c(/C=C/c3ccccc3)c1)N(Cc1ccccc1)C2=O	0	95	102	102	0.0	102	97	93
Cc1ccccc1C(=O)NC(=S)Nc1ccc(N2CCN(C(=O)c3ccccc3)CC2)cc1	-1	106	105	95	-0.1	113	x	96
CN(CC(O)COc1ccc(S(=O)(=O)N2CCOCC2)cc1)C1CCCCC1 (stereo not drawn)	6	98	98	96	-0.1	105	90	x
Nc1ccc(C(=O)OCC(=O)Nc2ccc([N+](=O)[O-])cc2C(F)(F)F)cc1	-2	99	90	99	0.1	99	95	96
O=C(NCCc1ccccc1)C(c1cccs1)N(C(=O)c1csnn1)C1CC1 (stereo not drawn)	58*	108	109	97	-0.1	106	108	99
COC(=O)NC1(C(F)(F)F)NC(=O)N(C2CCCCC2)C1=O (stereo not drawn)	2	90	86	94	0.0	83	103	85
COc1ccc(N(CN2C(=O)C3C4C=CC(C4)C3C2=O)C(=O)c2ccco2)cc1 (stereo not drawn)	-1	100	109	101	0.0	115	107	106
CN(CCOc1ccc(Br)cc1)CC(O)c1ccccc1 (stereo not drawn)	3	108	100	96	5.3*	86	94	94
CCOC(=O)c1c(S(=O)(=O)Nc2ccc(CN3CCC(C)CC3)cc2)c(C)n(C)c1C	3	99	98	86	0.3	112	100	95
NNC(=O)CSc1nc(-c2ccccc2)nc2c1CCCC2	32	105	113	83	-0.1	104	105	102
Cc1cc(C)n2c(-c3ccccc3Cl)nnc2n1	8	111	105	92	0.2	98	113	95
COc1cc(C(=O)NCCOc2ccccc2)c(Br)c(OC)c1OC	7	97	100	109	0.0	100	94	100

(list continues)
SMILES | AHR act | RPL19A-GFP yeast | AGP1 TOR yeast | CR mimetic SO | Efflux pump inh | MEP2 TOR yeast | CIT2-GFP yeast | LAP4 TOR yeast
O=C(c1cc2ccccc2oc1=O)N(Cc1cccs1)Cc1ccccc1Cl | -2 | 86 | 88 | 86 | 0.2 | 100 | 82 | 107
COc1ccc(CCNC(=O)CCCCCNC(=O)N2CCn3c2nc2ccccc23)cc1OC | 4 | 87 | 54 | 99 | -0.2 | 95 | 102 | 90
Cc1c(C(=O)N2CCN(C)CC2)oc2ccc(Br)cc12 | 5 | 98 | 92 | 85 | 0.0 | 101 | 102 | 86
Cc1[nH]c2ccccc2c1CCNC(=O)c1c(N)no[n+]1[O-] | 18 | 105 | 93 | 102 | 0.1 | 98 | 99 | 95
COc1ccc(OC)c(NC(=O)C(CC(C)C)NC(=O)C2CCCCC2)c1 (stereo not drawn) | 6 | 101 | 108 | 99 | -0.3 | 107 | 111 | 95
CCCc1nc2ccccc2c(=O)n1CC(=O)c1ccc(OC)cc1 | 4 | 97 | 88 | 110 | 0.3 | 102 | 99 | 87
Cc1cc(C)n(-c2nc(N(C)C)nc(N(C)C)n2)n1 | 5 | 91 | 93 | 102 | 0.0 | 104 | 91 | 110
O=C(NNc1c(Cl)cccc1Cl)c1cccs1 | -1 | 97 | 99 | 87 | 0.1 | 93 | 91 | 98
COC(=O)C1C(=O)/C(=C(/C)N2CCCC2)C(=O)CC1(C)C (stereo not drawn) | 0 | 97 | 104 | 104 | 0.0 | 94 | 101 | 97
O=C(CNC1CCCCCC1)c1cccs1 | -2 | 103 | 105 | 90 | -0.1 | 100 | 96 | 97
Cc1ccc(C)c(Cn2nnc3c(=O)[nH]c(C4CCN(S(=O)(=O)c5ccc(S(=O)(=O)NC6CC6)cc5)CC4)nc32)c1 | 1 | 102 | 97 | 105 | 3.1* | 106 | 92 | 104
N#Cc1ccc(C2N=C(c3ccccc3)NO2)cc1 (stereo not drawn) | 1 | 101 | 100 | 126 | -0.1 | 99 | 99 | 99
Cc1ccc2[nH]c(CCN(C)C)c(CC#N)c2c1 | -1 | 97 | 102 | 102 | 0.0 | 102 | 100 | 100
CCCNC(=O)c1cc2ccccc2c(=O)o1 | -2 | 98 | 92 | 109 | 0.7 | 94 | 82 | 90
O=C(Nc1cccnc1)c1ccc(Cl)c(Cl)c1 | 20 | 98 | 98 | 101 | 0.0 | 108 | 95 | 100
c1ccc(CNc2cncnc2)cc1 | 0 | 92 | 93 | 94 | 0.0 | 92 | 95 | 82
Cc1ccc(-c2cn(S(=O)(=O)c3cccc4nsnc34)nc2N)cc1 | 13 | 101 | 105 | 100 | 0.0 | 101 | 95 | 92
COc1ccc(NC(=O)N2CCCC2C(=O)Nc2ccc(C)cc2)cc1 (stereo not drawn) | 3 | 99 | 106 | 84 | -0.1 | 98 | 105 | 100
CCOC(=O)c1c(OCCO)nn(-c2ccc(Cl)cc2)c1N | 11 | 95 | 97 | 99 | -0.3 | 98 | 102 | 89
CCOC(=O)c1sc(NC(=O)CCN2CCN(CC)CC2)c(C(=O)OCC)c1C | -4 | 112 | 110 | 95 | -0.1 | 108 | 104 | 100
CC1=NN(c2nc3ccccc3[nH]2)C(=O)/C1=C/N(C)C | 2 | 102 | 102 | 111 | 2.4* | 102 | 91 | 104
Cc1ccc([N+](=O)[O-])cc1NC(=O)C1CCCC1 | -2 | 103 | 102 | 109 | -0.1 | 94 | 97 | 87
CN(CC(=O)Nc1ccc(F)cc1)C(=O)CCc1nc2ccccc2c(=O)[nH]1 | 3 | 104 | 106 | 84 | -0.1 | 102 | 106 | 107
Clc1ccc(-c2[nH]ncc2N=Nc2ccccc2)cc1 | 33 | 102 | 84 | 111 | 0.2 | 102 | 100 | 96
CC(=O)Nc1ccccc1NS(=O)(=O)c1ccccc1[N+](=O)[O-] | -2 | 97 | 100 | 108 | 0.1 | 96 | 100 | 100
Next records follow.
SMILES | AHR act | RPL19A-GFP yeast | AGP1 TOR yeast | CR mimetic SO | Efflux pump inh | MEP2 TOR yeast | CIT2-GFP yeast | LAP4 TOR yeast
COc1ccc(N=C2CCCN2CC(N)=O)cc1 | 3 | 98 | 94 | 91 | -0.2 | 98 | 97 | 93
CCCn1c(CCc2ccccc2)n[nH]c1=S | -2 | 96 | 98 | 90 | -0.1 | 91 | 96 | 102
COc1ccc(C2CC(=O)C=C(NCCC(C)C)C2)cc1 (stereo not drawn) | 3 | 105 | 113 | 96 | -0.1 | 111 | 115 | 98
COc1ccc(CCn2c(-c3cc([N+](=O)[O-])cc([N+](=O)[O-])c3)nc3nc4ccccc4nc32)cc1 | -1 | 96 | 100 | 125 | -1.0 | 100 | 98 | 96
CSc1ccccc1OCc1cc(C(=O)N2CCN(C3CCCC3)C(=O)C2)no1 | 2 | 107 | 99 | 104 | 0.3 | 107 | 112 | 90
CCN(CC)S(=O)(=O)c1cccc(C(=O)Nc2nncs2)c1 | 3 | 97 | 94 | 97 | -0.1 | 92 | 102 | 95
Cc1ccc(OCCn2cc(/C=C(\C#N)C(=O)NCC3CCCO3)c3ccccc32)cc1 (stereo not drawn) | 5 | 100 | 95 | 98 | 0.8 | 103 | 99 | 90
CCCn1c(=O)[nH]c(=O)c2c1nc(-c1ccccc1)n2CCN1CCOCC1 | 1 | 100 | 110 | 92 | 0.1 | 101 | 102 | 103

Compound activity (PubChem BioAssay)
